LMPTP inh = LMPTP phosphatase inhibitors, primary screen, biochemical, fluorescence intensity, uHTS; inhibition, % at 20 µM; recombinant LMPTP-A, OMFP fluorogenic substrate; actives 0.22% (n = 360,000);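 active means compounds that cut the enzyme signal by at least half of the control window in the single-dose screen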;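 further: plate controls were DMSO wells with enzyme plus substrate for no effect and substrate without enzyme for full effect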
Target sequence (P24666 whole entry, looked up): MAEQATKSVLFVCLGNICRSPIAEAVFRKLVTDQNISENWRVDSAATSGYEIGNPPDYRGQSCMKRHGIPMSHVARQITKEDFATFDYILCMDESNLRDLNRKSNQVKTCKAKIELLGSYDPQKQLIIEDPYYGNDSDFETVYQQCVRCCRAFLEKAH
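Material: LMPTP-A; amount: 0.625 nM enzyme; doses: single 20 µM dose; times: reaction 50 min, room temperature, dark; technique: fluorescence intensity of OMFP turnover product; benchmarks: no-enzyme and uninhibited controls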
NadD inh = inhibitors of S. aureus NadD, primary screen, biochemical, colorimetric, uHTS; inhibition, % at 20 µM; actives 0.78% (n = 360,000); purified NadD enzyme, colorimetric absorbance read-out; AID 602399, 2012; in the data active means inhibition above about 26%; further: some compounds past the cut are filed as inactive
Tb MetRS inh = T. brucei MetRS inhibitors, primary screen, biochemical, luminescence. actives 0.4% (n = 360,000). methionyl-tRNA synthetase (Trypanosoma brucei brucei). AID 624268, 2012. purified T. brucei MetRS, ATP depletion, Kinase-Glo luminescence. inhibition, % at 11.9 µM;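 active means inhibition above a per-plate cutoff of the control wells' mean inhibition plus 3 SD, cut at about 5.5% in these data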;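 further: 0% = DMSO wells median and 100% = median of wells with control inhibitor compound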
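Assay system: T. brucei methionyl-tRNA synthetase, purified | Medium: HEPES buffer with MgCl2, KCl, DTT, spermine, BSA, pyrophosphatase | Compound: 11.9 µM single point | Incubation: 15 min enzyme-compound preincubation, 2 h reaction, 10 min detection, 25 °C | Measured by: Kinase-Glo luciferase luminescence reporting remaining unconsumed ATP | Measure: % inhibition normalized to control-well medians | Replication: Singlicate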
MsrA inh = bovine MsrA enzyme inhibitors, primary screen, biochemical, absorbance, HTS | Methionine sulfoxide reductase A (Bos taurus) | actives 0.75% (n = 360,000) | inhibition, % at 15.5 µM | purified bovine MsrA, absorbance read-out; in the data active means inhibition above about 4.5%;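 further: 0% = vehicle wells with enzyme and 100% = reference inhibitor wells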
CSN deneddyl inh = inhibitors of CSN-mediated cullin deneddylation, primary screen, biochemical, fluorescence polarization, uHTS. COP9 signalosome complex subunit 5 (Homo sapiens), Q92905. Purified CSN, SCF-Nedd8-OG deneddylation. inhibition, % at 12.5 µM. actives 0.38% (n = 360,000). AID 651999, 2013;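 active means pattern-corrected inhibition above about 35%, with an unprinted fluorescence ratio check between 0.5 and 1.5, limit read from the data, passing the limit was not always enough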;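 further: 0% = enzyme with substrate and 100% = substrate without enzyme; some results filed as inactive read as strong as hits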
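Assay system: purified human Csn5 enzyme expressed in HEK293T cells; Input: 0.24 nM Csn5 enzyme, final concentration; Reagent: 10 nM SCFSkp2-Nedd8OG; Compound dosing: 12.5 µM single point; Times: reaction 90 min, room temperature; Technique: fluorescence polarization readout.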
SUMO1-SIM PPI = modulators of SUMO1 protein-protein interactions, primary screen, biochemical, uHTS; Small ubiquitin-related modifier 1 (Homo sapiens), P63165; SUMO1 binding to a labelled peptide, TR-FRET, 1 h; inhibition, % at 20 µM; actives 0.33% (n = 360,000); AID 602429, 2012; in the data active means inhibition above about 37%
DNMT1 inh = human DNMT1 methyltransferase inhibitors, primary screen, biochemical, molecular beacon, fluorescence, HinP1I cleavage, uHTS; actives 0.83% (n = 360,000); inhibition (reported as % activation of signal), % at 10 µM; AID 588458, 2011; in the data active means inhibition above about 50%
STEP inh = STEP phosphatase inhibitors, primary screen, biochemical, fluorescence intensity, uHTS; AID 588621, 2011; actives 0.25% (n = 360,000); inhibition, % at 20 µM; Tyrosine-protein phosphatase non-receptor type 5 (Homo sapiens), P54829; recombinant STEP, OMFP fluorogenic substrate;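 active means inhibition at 20 µM, scaled per plate between control wells, above about 37%, limit read from the data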;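 further: 0% = DMSO with enzyme and substrate and 100% = substrate only without enzyme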
Target sequence (P54829 whole entry, looked up): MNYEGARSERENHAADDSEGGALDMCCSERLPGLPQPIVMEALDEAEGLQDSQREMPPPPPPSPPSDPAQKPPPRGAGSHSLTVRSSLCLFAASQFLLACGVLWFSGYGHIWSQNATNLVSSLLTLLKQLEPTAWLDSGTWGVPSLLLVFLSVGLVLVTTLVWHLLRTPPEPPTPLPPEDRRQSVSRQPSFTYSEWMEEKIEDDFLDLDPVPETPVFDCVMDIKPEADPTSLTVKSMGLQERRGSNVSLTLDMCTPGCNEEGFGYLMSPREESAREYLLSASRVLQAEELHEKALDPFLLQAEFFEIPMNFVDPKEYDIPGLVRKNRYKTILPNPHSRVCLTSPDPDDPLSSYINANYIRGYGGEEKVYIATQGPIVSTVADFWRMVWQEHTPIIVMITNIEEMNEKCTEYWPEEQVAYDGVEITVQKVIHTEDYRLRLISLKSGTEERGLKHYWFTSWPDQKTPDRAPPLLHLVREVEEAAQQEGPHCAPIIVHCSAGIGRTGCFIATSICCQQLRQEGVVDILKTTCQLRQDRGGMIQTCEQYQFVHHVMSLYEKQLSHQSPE
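System: isolated STEP enzyme; schedule: 20 min enzyme reaction at room temperature, protected from light; medium: Bis-Tris buffer pH 6.0, 2.5 mM DTT, 0.005% Tween 20; signal: fluorescence, 480/540 nm; dosing: single compound dose of 20 µM, 1% DMSO final; also added: OMFP substrate, 25 µM final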
Scp-1 inhibitor = Scp-1 phosphatase inhibitors, primary screen, biochemical, colorimetric, uHTS. Carboxy-terminal domain RNA polymerase II polypeptide A small phosphatase 1 (Homo …. actives 0.88% (n = 340,000). inhibition, % at 20 µM. AID 493091, 2011. Recombinant Scp1, phosphopeptide, malachite green phosphate absorbance;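 active means inhibition above about 50% at 20 µM, limit read from the data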;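 further: plate controls were DMSO wells with enzyme for no effect and wells lacking enzyme for full effect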
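Test system: SCP-1 phosphatase catalytic domain, residues 76-261; measured by: colorimetric phosphate reagent with accelerator and stabiliser, absorbance at 630 nm; timing: enzyme reaction 45 min at room temperature, colour 5 min, stabilisation 30 min; also added: Phosphorylated 17-residue peptide substrate; compound dosing: one concentration, 20 µM, with 1.0% DMSO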
Rpn11 inh = Rpn11 (PSMD14) deubiquitinase inhibitors, primary screen, biochemical, fluorescence polarization, uHTS; 26S proteasome non-ATPase regulatory subunit 14 (Homo sapiens), O00487; human 26S proteasome, Ub4-pepOG fluorescence polarization; 20S core pre-blocked with epoxomicin; calls only at 20 µM; actives 0.59% (n = 360,000); AID 588493, 2011;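 active means inhibition at 20 µM, scaled to each plate's controls, above about 33%, limit read from the data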
Target sequence (O00487 whole entry, looked up): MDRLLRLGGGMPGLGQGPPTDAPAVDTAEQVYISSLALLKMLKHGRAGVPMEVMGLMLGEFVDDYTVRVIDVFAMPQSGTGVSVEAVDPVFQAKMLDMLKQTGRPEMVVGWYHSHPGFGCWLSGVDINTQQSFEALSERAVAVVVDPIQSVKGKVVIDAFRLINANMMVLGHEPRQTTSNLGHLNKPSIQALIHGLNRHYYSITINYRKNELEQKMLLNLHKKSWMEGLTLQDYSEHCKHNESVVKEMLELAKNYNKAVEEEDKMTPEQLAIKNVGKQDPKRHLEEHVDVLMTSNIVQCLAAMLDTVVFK
Active calls of the source: *; i = inactive; x = not tested or not shown; + = active, no number; & = joins results of further samples.

Start of the listing, in advance, 4 compounds:
SMILES | LMPTP inh | NadD inh | Tb MetRS inh | MsrA inh | CSN deneddyl inh | SUMO1-SIM PPI | DNMT1 inh | STEP inh | Scp-1 inhibitor | Rpn11 inh
O=C(Nc1nnc(C2CC2)s1)c1cc(Cl)sc1Cl | -0.6 | 1.6 | -0.1 | 0.1 | 3.2 | 4.4 | 1.3 | -0.4 | -4.0 | i
COc1ccccc1OC(=O)CCN1c2ccccc2Sc2ccccc21 | 3.5 | 8.3 | -0.3 | -0.2 | -3.9 | -6.8 | -7.9 | 1.7 | -17.6 | i
Cc1nc(N2CCOCC2)nc(N2CCC(C)CC2)c1[N+](=O)[O-] | 0.7 | 2.3 | 0.1 | 0.0 | 1.9 | -0.3 | 2.2 | -1.3 | -5.0 | i
COc1ccc(NC(=S)Nc2ccccc2)cc1 | 0.3&-2.4 | 9.4&-5.4 | 0.2&-0.5 | 0.1&-0.7 | -1.1&-2.0 | 7.8&-4.2 | 1.1&0.0 | 2.2&-1.7 | -8.3&-4.5 | i

Results (from the top)
SMILES | LMPTP inh | NadD inh | Tb MetRS inh | MsrA inh | CSN deneddyl inh | SUMO1-SIM PPI | DNMT1 inh | STEP inh | Scp-1 inhibitor | Rpn11 inh
O=C(Nc1nnc(C2CC2)s1)c1cc(Cl)sc1Cl | -0.6 | 1.6 | -0.1 | 0.1 | 3.2 | 4.4 | 1.3 | -0.4 | -4.0 | i
COc1ccccc1OC(=O)CCN1c2ccccc2Sc2ccccc21 | 3.5 | 8.3 | -0.3 | -0.2 | -3.9 | -6.8 | -7.9 | 1.7 | -17.6 | i
Cc1nc(N2CCOCC2)nc(N2CCC(C)CC2)c1[N+](=O)[O-] | 0.7 | 2.3 | 0.1 | 0.0 | 1.9 | -0.3 | 2.2 | -1.3 | -5.0 | i
COc1ccc(NC(=S)Nc2ccccc2)cc1 | 0.3&-2.4 | 9.4&-5.4 | 0.2&-0.5 | 0.1&-0.7 | -1.1&-2.0 | 7.8&-4.2 | 1.1&0.0 | 2.2&-1.7 | -8.3&-4.5 | i
NC(=O)c1cc(Cc2ccccc2)sc1NC(=O)c1ccco1 | 3.3 | -6.6 | 0.8 | 1.9 | 1.7 | 8.7 | -7.8 | 1.4 | -11.0 | i
COc1ccc(CNC(=O)COC(=O)CCC(=O)c2cccs2)cc1 | 0.6 | -5.2 | 0.3 | 0.9 | -2.8 | -1.5 | -0.8 | 1.6 | -2.0 | i
Cc1ccc(-c2nnc(SCC#CCOC(=O)c3cccs3)o2)cc1 | 2.5 | 3.1 | 0.9 | 0.9 | 0.6 | 2.5 | -1.0 | -2.1 | -16.1 | i
COc1ccc(-n2ncc(N(C)n3cccc3)c(Cl)c2=O)cc1 | -1.3 | -2.4 | -1.1 | 1.6 | 6.6 | -14.1 | -8.6 | -2.5 | -7.0 | i
Cc1noc(C)c1CSCC(=O)Nc1nc2ccc(S(C)(=O)=O)cc2s1 | -1.1 | -4.4 | -0.3 | 0.4 | -5.1 | 0.8 | 2.7 | -0.5 | 9.6 | i
CC(C)C[C@H](NC(=O)c1[nH]cnc1C(=O)N[C@@H](C)C(=O)OCc1ccccc1)C(=O)OC(C)(C)C | 3.7 | 2.4 | -0.3 | -0.4 | -6.2 | 7.8 | -14.8 | 0.9 | -8.5 | i
O=C(CCN1C(=O)COc2ccccc21)NCCN1CCc2ccccc2C1 | -0.7 | 0.8 | -0.2 | -0.3 | -2.8 | -3.2 | -3.3 | 1.0 | -2.0 | i
Cc1ccccc1NC(=O)COC(=O)CN1C(=O)NC(C)(C)C1=O | 0.1 | 0.1 | -0.2 | -0.7 | 6.0 | -2.4 | 2.2 | 0.3 | -2.6 | i
COc1ccc(OC)c(CC(=O)NC(c2ccccc2)c2ccccc2)c1 | 0.6 | -1.1 | -0.8 | 1.2 | -3.8 | 0.4 | -1.7 | -0.9 | 1.4 | i
CNC(=O)/C(C#N)=C\c1ccc(CNS(=O)(=O)c2ccccc2)o1 | -1.6 | -0.3 | -0.7 | 2.1 | -15.7 | -18.8 | -0.9 | -0.9 | -4.6 | i
COc1ccc(N2CCN(CC(=O)N3c4ccccc4CC3C)CC2)cc1 (centres undefined) | -3.0 | -5.6 | -0.2 | -0.6 | 7.1 | 4.7 | 0.4 | -2.8 | -9.1 | i
Nc1cc(-c2ccc(Br)cc2)nc2cc(-c3ccccc3)nn12 | 0.7 | 4.1 | 0.1 | 2.2 | -2.9 | -4.3 | -8.6 | 0.7 | 8.8 | i
C=CCn1cnc2c(c1=O)c1nc3ccccc3nc1n2/N=C/c1cccc(OC)c1OC | 13.0 | -11.1 | 0.0 | -0.1 | 59.0* | -5.0 | 17.7 | 26.7 | 96.3* | +
O=C(O)c1ccccc1C(=O)NC1CCCc2ccccc21 (centres undefined) | -2.9 | 1.6 | -0.8 | 0.4 | -3.8 | 1.3 | 0.5 | -4.4 | 1.4 | i
O=C(c1oc(=O)c2ccccc2c1-c1ccccc1)N1CCN(C2CCCCC2)CC1 | -0.2 | -2.2 | 0.0 | 1.3 | -1.5 | 2.1 | 0.4 | 0.4 | 10.9 | i
C[C@@H]1CN([C@@H](C)CO)C(=O)CCCn2nncc2CO[C@H]1CN(C)S(=O)(=O)c1ccc(Oc2ccccc2)nc1 | -2.4 | -2.0 | -0.6 | -0.9 | -5.5 | 4.7 | -0.6 | 0.4 | x | i
O=S(=O)(NC1CCCCC1Oc1ccccc1)c1ccc(Cl)cc1 (centres undefined) | -1.2 | -9.6 | -0.8 | -0.3 | 0.8 | -3.0 | 1.7 | -0.6 | -7.0 | i
CC1CC(C)(C)NC(=S)N1CCC(=O)NCCc1ccc(Cl)cc1 (centres undefined) | -0.9 | -1.7 | -1.0 | 0.0 | -3.7 | 2.7 | -3.9 | -4.5 | 2.0 | i
COc1ccc(-c2ccc3oc(-c4ccsc4)cc3c2)cc1 | -2.3 | -6.7 | -0.3 | -0.7 | 4.4 | 4.6 | 17.2 | -0.1 | 1.2 | i
Cc1ccccc1NC(=S)c1ccc2ccccc2n1 | 4.5 | -5.1 | 0.1 | -0.5 | 1.2 | -7.7 | -4.4 | 14.3 | -11.0 | i
CC(=O)c1ccc(-c2ccc(C(=O)NCC(c3ccco3)N(C)C)o2)cc1 (centres undefined) | 0.7 | -1.6 | -0.2 | 3.6 | 1.9 | -25.1 | -13.9 | 2.4 | -6.8 | i
Cc1cc(C)c(-c2cc(NC(=O)CSc3n[nH]c(N)n3)n(-c3ccccc3)n2)cc1C | 1.7 | -5.9 | -0.1 | 1.1 | -4.9 | 0.5 | 0.8 | -1.0 | 5.6 | i
C#CC(C)(C)NC(=S)NC1CC2C=CC1C2 (centres undefined) | -1.6 | -1.9 | -0.3 | -0.8 | 2.8 | 0.8 | 3.1 | -2.0 | -7.3 | i
O=C(NCC(c1ccco1)N1CCCC1)c1cccc(S(=O)(=O)N2CCOCC2)c1 (centres undefined) | 0.0 | -7.4 | -0.4 | 0.9 | -2.8 | 4.1 | 0.4 | 0.3 | -3.6 | i
CCOC(=O)N1CCC2(CC1)C(C#N)=C(N)Oc1n[nH]c(CSc3ccc(C)cc3)c12 | 0.9 | -1.4 | 0.8 | -0.5 | 0.7 | -1.7 | -7.2 | -2.9 | -5.2 | i
COc1ccccc1C(=O)NCCCN1CCCC1=O | -2.0 | -3.0 | -0.2 | 0.7 | -2.7 | -2.9 | -1.8 | 1.7 | -8.7 | i
Cc1nnc2sc(SCC(=O)N3CCc4ccccc43)nn2c1=O | 0.1 | -5.5 | -0.5 | -0.1 | -2.0 | -1.4 | -0.2 | 3.4 | 0.9 | i
Cc1ccc(-c2nn(CCC(=O)NC(C)C)c(=O)c3ccccc23)cc1 | -1.3 | -3.0 | -0.7 | -0.5 | 4.0 | 1.1 | -0.7 | -3.5 | -9.0 | i
O=C(NCc1csc(-c2cccs2)n1)Nc1cccc(Cl)c1 | 0.0 | -4.5 | 1.0 | 0.2 | 12.8 | -42.9 | 2.0 | -2.2 | -7.3 | i
CCc1noc(C)c1C(=O)NNC(=O)COc1ccc(C)c(C)c1 | 0.3 | -0.4 | -0.6 | -0.3 | 4.5 | 7.0 | -0.8 | 1.2 | 1.8 | i
O=C(N/N=C/c1ccco1)c1cc(C2CC2)[nH]n1 | -2.4 | -9.7 | -0.1 | 0.7 | 97.8 | -0.6 | 2.1 | 2.7 | -1.2 | i
COc1cc(NC(=O)c2ccco2)ccc1NC(=O)C(C)C | -1.8 | -2.3 | -0.3 | -0.7 | 1.4 | -0.2 | 2.5 | -2.3 | -4.9 | i
COC(=O)C(NC(=O)c1cccnc1Cl)C(C)C (centres undefined) | -0.9 | -2.1 | 0.4 | 0.7 | 0.5 | 0.2 | 1.6 | -3.5 | -15.5 | i
Cc1onc(-c2ccccc2)c1C(=O)N1CCN(S(=O)(=O)c2ccc(Cl)cc2)CC1 | -1.1 | -1.3 | -0.2 | 0.1 | 1.4 | 2.5 | 0.9 | -2.5 | -9.3 | i
CC(Sc1nnc(-c2ccco2)o1)C(=O)Nc1ccc(OC(F)F)cc1 (centres undefined) | -0.7 | -4.2 | -0.3 | -0.4 | 2.6 | 1.0 | -1.9 | -1.8 | -3.9 | i
S=C1NC(c2ccccc2)=NCN1c1ccc(Br)cc1 | -0.1 | 2.8 | 0.5 | 0.5 | 0.3 | 2.4 | -3.8 | 0.7 | -5.2 | i
CCCCN1C(=O)C(NC(=O)C2CC2)(C(F)(F)F)C2=C1CC(C)(C)CC2=O (centres undefined) | -0.8 | 1.7 | -0.5 | -0.6 | -3.4 | -2.3 | -0.4 | -3.2 | -1.3 | i

Source: PubChem
